NSD2 inh – inhibitors of human NSD2, primary screen, biochemical, plate reader, single point; Histone-lysine N-methyltransferase NSD2 (Homo sapiens), O96028; NSD2-SET H3K36me1 DELFIA fluorescence; inhibition, % at 12.5 µM; 44,000 tested, 0.07% active; in the data active means inhibition above about 54%, passing the limit was not always enough;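 further: inhibitors reduce the monomethyl H3K36 fluorescence signal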
Target sequence (O96028 whole entry, looked up): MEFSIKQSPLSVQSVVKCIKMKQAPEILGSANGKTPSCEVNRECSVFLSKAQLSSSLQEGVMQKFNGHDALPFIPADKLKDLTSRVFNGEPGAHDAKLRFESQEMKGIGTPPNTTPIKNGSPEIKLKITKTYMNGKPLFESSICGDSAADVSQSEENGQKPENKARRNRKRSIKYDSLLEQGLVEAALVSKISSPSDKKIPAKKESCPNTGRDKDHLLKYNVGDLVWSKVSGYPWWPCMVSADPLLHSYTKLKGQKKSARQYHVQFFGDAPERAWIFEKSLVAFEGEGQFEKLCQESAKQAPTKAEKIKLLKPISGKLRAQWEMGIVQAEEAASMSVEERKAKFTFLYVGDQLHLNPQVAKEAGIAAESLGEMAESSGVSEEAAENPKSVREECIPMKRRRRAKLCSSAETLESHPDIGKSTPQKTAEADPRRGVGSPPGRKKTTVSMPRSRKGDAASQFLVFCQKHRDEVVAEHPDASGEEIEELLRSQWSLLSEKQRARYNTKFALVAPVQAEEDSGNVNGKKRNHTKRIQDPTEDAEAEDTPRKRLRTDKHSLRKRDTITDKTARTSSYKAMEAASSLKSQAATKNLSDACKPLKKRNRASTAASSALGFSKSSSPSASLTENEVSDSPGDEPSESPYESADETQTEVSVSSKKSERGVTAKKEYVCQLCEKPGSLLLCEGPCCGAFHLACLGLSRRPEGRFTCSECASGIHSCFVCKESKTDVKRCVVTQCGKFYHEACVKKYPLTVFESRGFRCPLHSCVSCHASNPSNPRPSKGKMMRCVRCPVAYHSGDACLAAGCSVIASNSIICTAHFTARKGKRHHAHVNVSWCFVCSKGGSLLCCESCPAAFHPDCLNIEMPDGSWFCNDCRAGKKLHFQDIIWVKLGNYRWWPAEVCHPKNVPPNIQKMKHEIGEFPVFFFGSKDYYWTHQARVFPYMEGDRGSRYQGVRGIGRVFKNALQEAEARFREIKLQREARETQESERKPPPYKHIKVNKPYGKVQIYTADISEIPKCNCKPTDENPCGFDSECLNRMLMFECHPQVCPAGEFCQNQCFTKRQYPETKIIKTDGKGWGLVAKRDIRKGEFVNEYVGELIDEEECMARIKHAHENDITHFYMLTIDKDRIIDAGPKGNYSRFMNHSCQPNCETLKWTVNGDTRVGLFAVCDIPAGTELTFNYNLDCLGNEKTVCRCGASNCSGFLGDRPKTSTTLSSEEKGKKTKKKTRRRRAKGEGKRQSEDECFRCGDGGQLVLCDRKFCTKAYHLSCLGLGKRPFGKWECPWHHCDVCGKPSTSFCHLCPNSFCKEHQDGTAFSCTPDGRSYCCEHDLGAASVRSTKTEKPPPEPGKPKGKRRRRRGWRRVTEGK
Active calls of the source: *. Not all compounds are listed. The share of hits here may be higher or lower than overall.

`C[C@@H]1CN([C@H](C)CO)C(=O)CCCn2cc(nn2)CO[C@H]1CN(C)C(=O)Nc1ccnc(N2CCOCC2)c1` gave NSD2 inh 5.
Screening C[C@@H]1CN([C@H](C)CO)C(=O)Cc2cc(NC(=O)CCN3CCOCC3)ccc2O[C@H]1CN(C)C(=O)NC1CCCCC1 returned NSD2 inh -4.
`C[C@@H]1CN([C@@H](C)CO)C(=O)c2cccc(NS(=O)(=O)c3ccccc3)c2O[C@@H]1CN(C)S(=O)(=O)c1cn(C)cn1` gave NSD2 inh -1.
`COc1ccc(NC(=O)N(C)C[C@@H]2Oc3ccc(NS(=O)(=O)c4ccc(Cl)cc4)cc3CC(=O)N([C@H](C)CO)C[C@H]2C)cc1` gave NSD2 inh 5.
`CC(C)NC(=O)N(C)C[C@H]1Oc2c(NS(=O)(=O)c3ccc(Cl)cc3)cccc2C(=O)N([C@H](C)CO)C[C@H]1C` gave NSD2 inh 2.
`C[C@H]1CN([C@@H](C)CO)C(=O)Cc2cc(NS(=O)(=O)c3ccc(Cl)cc3)ccc2O[C@H]1CN(C)Cc1ccncc1` gave NSD2 inh 0.
`C[C@@H]1CCCCO[C@H](CN(C)S(=O)(=O)c2cn(C)cn2)[C@H](C)CN([C@H](C)CO)C(=O)c2cc(NC(=O)CCCN(C)C)ccc2O1` gave NSD2 inh -1.
Screening C[C@@H]1CN([C@@H](C)CO)C(=O)c2cc(C#CCN(C)C)cnc2O[C@H]1CN(C)Cc1ccc(-c2ccccc2)cc1 returned NSD2 inh 7.
For CN1CCN(C(=O)C[C@H]2C[C@H]3c4cc(NC(=O)Cc5ccncc5)ccc4O[C@H]3[C@@H](CO)O2)CC1 the results were NSD2 inh 7.
Screening C[C@H]1CN([C@@H](C)CO)C(=O)c2cc(NC(=O)C3CCCCC3)ccc2O[C@H]1CN(C)Cc1ccc(C(=O)Nc2ccccc2N)cc1 returned NSD2 inh 6.
Screening CCCCc1nn(-c2ccccc2C(F)(F)F)c(=O)n1Cc1ccc(-c2ccccc2S(=O)(=O)NC(=O)c2sccc2C)cc1 returned NSD2 inh 1.
For C[C@H](CO)N1C[C@H](C)[C@H](CN(C)C(=O)c2cccc(F)c2)Oc2ncc(-c3cncnc3)cc2C1=O the results were NSD2 inh -6.
`CCC(=O)N(C)C[C@@H]1Oc2ncc(C#Cc3cccnc3)cc2C(=O)N([C@H](C)CO)C[C@@H]1C` gave NSD2 inh 4.
Screening C[C@@H]1CN([C@@H](C)CO)C(=O)c2cc(NC(=O)CCC(F)(F)F)ccc2O[C@@H]1CN(C)C(=O)Nc1ccc(C(F)(F)F)cc1 returned NSD2 inh -7.
C[C@@H]1CN([C@H](C)CO)C(=O)c2cc(/C=C/c3ccccc3)cnc2O[C@@H]1CN(C)Cc1ccncc1 was read as NSD2 inh 3.
For O=C1N(CCS(=O)(=O)c2ccccc2)Cc2ccccc2[C@@H]2OC(c3ccc(OCCCO)cc3)=N[C@]12CCS(=O)(=O)c1ccccc1 the results were NSD2 inh -1.
For O=C(Nc1ccccc1)C1CC(=O)n2ncnc2N1 (stereo unspecified) the results were NSD2 inh 6.
For O=C(C[C@H]1C[C@H]2c3cc(NC(=O)Cc4ccncc4)ccc3O[C@H]2[C@H](CO)O1)NCCN1CCCCC1 the results were NSD2 inh -2.
C[C@@H]1CN([C@@H](C)CO)C(=O)c2cccc(NS(=O)(=O)c3ccc(Cl)cc3)c2O[C@@H]1CN(C)CC1CC1 was read as NSD2 inh -3.
`C[C@@H]1CCCCO[C@@H](CN(C)C(=O)C2CCCCC2)[C@H](C)CN([C@H](C)CO)C(=O)c2cc(NC(=O)Nc3ccc4c(c3)OCO4)ccc2O1` gave NSD2 inh -5.
Screening C[C@H](NC(=O)C[C@H]1C=C[C@H](NC(=O)Cc2ccccn2)[C@H](CO)O1)c1ccccc1 returned NSD2 inh 4.
Screening C[C@H](CO)N1C[C@H](C)[C@H](CN(C)C(=O)Nc2ccc(F)cc2)Oc2ncc(C3=CCCC3)cc2C1=O returned NSD2 inh 1.
C[C@@H]1CN([C@H](C)CO)S(=O)(=O)c2ccc(-c3ccccc3F)cc2O[C@@H]1CN(C)Cc1cncnc1 was read as NSD2 inh 16.
Screening O=C(C[C@@H]1C=C[C@H](NC(=O)Nc2cc(F)ccc2F)[C@@H](CO)O1)Nc1ccc(-c2ccccc2)cc1 returned NSD2 inh -1.
`C[C@@H]1CN([C@@H](C)CO)C(=O)c2cc(NS(=O)(=O)c3ccc(F)cc3)ccc2O[C@@H](C)CCCCO[C@@H]1CN(C)S(=O)(=O)c1cn(C)cn1` gave NSD2 inh 1.
`C[C@H]1CN([C@@H](C)CO)C(=O)Cc2cc(NC(=O)CCN3CCOCC3)ccc2O[C@H]1CN(C)S(=O)(=O)c1ccc(Cl)cc1` gave NSD2 inh 4.
`CC(C)NC(=O)Nc1ccc2c(c1)CC(=O)N([C@H](C)CO)C[C@H](C)[C@@H](CN(C)C(=O)NC1CCCCC1)O2` gave NSD2 inh -5.
Screening C[C@@H]1CN([C@@H](C)CO)C(=O)c2cc(NC(=O)Nc3ccc(C(F)(F)F)cc3)ccc2O[C@@H]1CN(C)Cc1ccc(C(=O)Nc2ccccc2N)cc1 returned NSD2 inh -9.
For C=CCN1Cc2ccccc2[C@H]2OC(c3ccc(OCCCO)cc3)=N[C@@]2(CC=C)C1=O the results were NSD2 inh -3.
For C[C@H](CO)N1C[C@H](C)[C@H](CN(C)S(=O)(=O)c2ccc(F)cc2)OCCCC[C@H](C)Oc2ccc(NC(=O)Nc3ccc4c(c3)OCO4)cc2C1=O the results were NSD2 inh 0.
Screening C[C@@H]1CCCCO[C@H](CN(C)Cc2ccncc2)[C@@H](C)CN([C@@H](C)CO)C(=O)c2cc(NS(C)(=O)=O)ccc2O1 returned NSD2 inh 20.
For CC1=CCC2C(=O)N(c3ccc(C4CCCCC4)cc3)C(=O)C2C1 (stereo unspecified) the results were NSD2 inh 5.
`O=C1O[C@H](c2ccccc2)[C@H](c2ccccc2)N2[C@H]1[C@@H](C(=O)NC[C@H](O)c1ccccc1)[C@]1(C(=O)Nc3ccc(C#CC4(O)CCCCCC4)cc31)[C@H]2c1ccc(OCCO)cc1` gave NSD2 inh 3.
Screening C[C@H](CO)N1C[C@H](C)[C@@H](CN(C)S(=O)(=O)c2ccc(Cl)cc2)Oc2ccc(NC(=O)CCN3CCOCC3)cc2CC1=O returned NSD2 inh -1.
`COc1ccc(NC(=O)Nc2ccc3c(c2)C(=O)N([C@H](C)CO)C[C@H](C)[C@@H](CN(C)C(=O)Nc2ccccc2)OCCCC[C@@H](C)O3)cc1` gave NSD2 inh -1.
Screening COc1ccc(COCC23N=C4SCc5ccccc5C(=O)N4[C@H](c4ccccc4O2)[C@H]3COC(=O)c2ccccc2)cc1 returned NSD2 inh -7.
CCCC#Cc1cnc2c(c1)C(=O)N([C@@H](C)CO)C[C@@H](C)[C@@H](CN(C)S(=O)(=O)c1cn(C)cn1)O2 was read as NSD2 inh -9.
CC(C)NC(=O)N(C)C[C@H]1Oc2c(NS(=O)(=O)c3ccc(F)cc3)cccc2C(=O)N([C@@H](C)CO)C[C@H]1C was read as NSD2 inh 3.
`Cc1noc(C)c1S(=O)(=O)Nc1ccc2c(c1)CC(=O)N([C@@H](C)CO)C[C@H](C)[C@H](CN(C)C(=O)Nc1ccc(C(F)(F)F)cc1)O2` gave NSD2 inh 7.
For C[C@H](CO)N1C[C@H](C)[C@@H](CN(C)S(=O)(=O)c2cccs2)Oc2c(NC(=O)C3CCCCC3)cccc2C1=O the results were NSD2 inh -20.
`C[C@@H]1CN([C@H](C)CO)C(=O)Cc2cc(NC(=O)Nc3ccc4c(c3)OCO4)ccc2O[C@@H]1CN(C)Cc1ccc(Cl)c(Cl)c1` gave NSD2 inh -7.
`C[C@H](CO)N1C[C@H](C)[C@@H](CN(C)C(=O)c2cnccn2)Oc2cc(C#CC3CC3)ccc2S1(=O)=O` gave NSD2 inh 9.
`C[C@H]1CN([C@@H](C)CO)C(=O)Cc2cc(NC(=O)NC3CCCCC3)ccc2O[C@@H]1CN(C)S(=O)(=O)c1ccc(F)cc1` gave NSD2 inh 3.
`CC(C)NC(=O)N(C)C[C@H]1OCCCC[C@H](C)Oc2ccc(NC(=O)CCC(F)(F)F)cc2C(=O)N([C@@H](C)CO)C[C@@H]1C` gave NSD2 inh 3.
Screening C[C@H]1CN([C@@H](C)CO)S(=O)(=O)c2ccc(C#CC3(O)CCCC3)cc2O[C@H]1CN(C)C(=O)Nc1ccccc1 returned NSD2 inh -2.
`CCC(=O)N(C)C[C@@H]1Oc2ncc(-c3ccccc3OC)cc2C(=O)N([C@@H](C)CO)C[C@@H]1C` gave NSD2 inh 1.
Screening C[C@@H]1CN([C@@H](C)CO)C(=O)CCCn2cc(nn2)CO[C@@H]1CN(C)Cc1ccc2cccnc2c1 returned NSD2 inh 3.
Screening COC(=O)N(C)C[C@H]1OCc2ccccc2-c2c(n(C)c3ccccc23)C(=O)N([C@H](C)CO)C[C@H]1C returned NSD2 inh -13.
C[C@H](CO)N1C[C@H](C)[C@H](CN(C)CC2CCCCC2)OCCCC[C@H](C)Oc2ccc(NC(=O)Nc3ccccc3)cc2C1=O was read as NSD2 inh 29.
`O=C(N/N=C/c1c(O)ccc2ccccc12)c1ccccn1` gave NSD2 inh -40.
Screening C[C@@H]1CN([C@@H](C)CO)C(=O)c2cccc(N(C)C)c2O[C@@H]1CN(C)Cc1ccc(C(=O)O)cc1 returned NSD2 inh -6.
C=CCOC(=O)[C@H]1[C@@H]2C(=O)O[C@@H](c3ccccc3)[C@@H](c3ccccc3)N2[C@@H](c2ccc(OCCOC(=O)[C@@H]3C[C@@H]4C(=O)N[C@@H](Cc5ccccc5)C(=O)N4[C@@H]3c3ccc(O)cc3)cc2)[C@]12C(=O)Nc1ccccc12 was read as NSD2 inh 0.
`C[C@@H]1CN([C@H](C)CO)S(=O)(=O)c2ccc(C#CC3CC3)cc2O[C@H]1CN(C)C(=O)CN(C)C` gave NSD2 inh -1.
Cc1noc(C)c1NC(=O)Nc1cccc2c1O[C@H](CN(C)C)[C@@H](C)CN([C@H](C)CO)C2=O was read as NSD2 inh -1.
`C[C@H]1CN([C@@H](C)CO)C(=O)c2cc(C#Cc3ccccc3)cnc2O[C@@H]1CN(C)Cc1ccccn1` gave NSD2 inh 3.
`Cc1noc(C)c1NC(=O)Nc1ccc2c(c1)C(=O)N([C@H](C)CO)C[C@@H](C)[C@@H](CN(C)S(=O)(=O)c1cn(C)cn1)O2` gave NSD2 inh 3.
C[C@@H]1CN([C@H](C)CO)C(=O)c2cc(NC(=O)c3ccncc3)ccc2O[C@@H](C)CCCCO[C@@H]1CN(C)Cc1ccncc1 was read as NSD2 inh -3.
Screening C=C1CCC(C2CC(=O)OC2=O)C(=O)CCC2C1CC2(C)C (stereo unspecified) returned NSD2 inh 3.
Screening COc1ccc(S(=O)(=O)Nc2cccc3c2O[C@H](CN(C)Cc2ccc(Oc4ccccc4)cc2)[C@@H](C)CN([C@H](C)CO)C3=O)cc1 returned NSD2 inh 0.
CN1CCN(C(=O)C[C@H]2C[C@H]3c4cc(NC(=O)Nc5ccc(F)cc5)ccc4O[C@H]3[C@H](CO)O2)CC1 was read as NSD2 inh 1.

Some of these compounds in order of SMILES length, high to low.
C=CCOC(=O)[C@H]1[C@@H]2C(=O)O[C@@H](c3ccccc3)[C@@H](c3ccccc3)N2[C@@H](c2ccc(OCCOC(=O)[C@@H]3C[C@@H]4C(=O)N[C@@H](Cc5ccccc5)C(=O)N4[C@@H]3c3ccc(O)cc3)cc2)[C@]12C(=O)Nc1ccccc12 was read as NSD2 inh 0.
C[C@@H]1CN([C@H](C)CO)C(=O)c2cc(NC(=O)c3ccncc3)ccc2O[C@@H](C)CCCCO[C@@H]1CN(C)Cc1ccncc1 was read as NSD2 inh -3.
Cc1noc(C)c1NC(=O)Nc1cccc2c1O[C@H](CN(C)C)[C@@H](C)CN([C@H](C)CO)C2=O was read as NSD2 inh -1.
Screening C=C1CCC(C2CC(=O)OC2=O)C(=O)CCC2C1CC2(C)C (stereo unspecified) returned NSD2 inh 3.

Random excerpt: 4 compounds from above.
`C[C@H]1CN([C@@H](C)CO)C(=O)Cc2cc(NC(=O)CCN3CCOCC3)ccc2O[C@H]1CN(C)S(=O)(=O)c1ccc(Cl)cc1` gave NSD2 inh 4.
Screening CCCCc1nn(-c2ccccc2C(F)(F)F)c(=O)n1Cc1ccc(-c2ccccc2S(=O)(=O)NC(=O)c2sccc2C)cc1 returned NSD2 inh 1.
Screening C[C@@H]1CN([C@@H](C)CO)C(=O)c2cc(C#CCN(C)C)cnc2O[C@H]1CN(C)Cc1ccc(-c2ccccc2)cc1 returned NSD2 inh 7.
C[C@H](CO)N1C[C@H](C)[C@H](CN(C)CC2CCCCC2)OCCCC[C@H](C)Oc2ccc(NC(=O)Nc3ccccc3)cc2C1=O was read as NSD2 inh 29.

(cont.)
For C[C@@H]1CN([C@@H](C)CO)C(=O)Cc2cc(NS(=O)(=O)c3ccccc3)ccc2O[C@H]1CN(C)C(=O)Nc1cccc2ccccc12 the results were NSD2 inh 18.
`C[C@@H]1CN([C@@H](C)CO)S(=O)(=O)c2ccc(-c3cccc(C(=O)N(C)C)c3)cc2O[C@H]1CN(C)C(=O)Nc1ccccc1` gave NSD2 inh 2.
For C[C@@H]1CCCCO[C@H](CN(C)C(=O)C2CCCCC2)[C@H](C)CN([C@@H](C)CO)C(=O)c2cc(NS(=O)(=O)c3ccccc3)ccc2O1 the results were NSD2 inh -5.
For C[C@H]1CN([C@@H](C)CO)C(=O)c2cc(C#CCN(C)C)cnc2O[C@@H]1CN(C)C(=O)Nc1ccccc1F the results were NSD2 inh 0.
Screening C[C@@H]1CCCCO[C@@H](CN(C)Cc2ccncc2)[C@@H](C)CN([C@H](C)CO)C(=O)c2cc(NC(=O)CCCCCC(=O)Nc3ccccc3N)ccc2O1 returned NSD2 inh 0.
`C[C@@H]1CCCCO[C@H](CN(C)S(=O)(=O)c2ccc(F)cc2)[C@@H](C)CN([C@H](C)CO)C(=O)c2cc(NC(=O)Nc3ccc(F)cc3)ccc2O1` gave NSD2 inh -1.
For CNC[C@@H]1OCCCC[C@@H](C)Oc2ccc(NC(=O)NC(C)C)cc2C(=O)N([C@H](C)CO)C[C@H]1C the results were NSD2 inh 1.
For CC1=C2CCC(C(=O)O)=CC2C(C(C)C)CC1 (stereo unspecified) the results were NSD2 inh -10.
C[C@H](CO)N1C[C@H](C)[C@@H](CN(C)C)Oc2cc(-c3ccccc3)ccc2S1(=O)=O was read as NSD2 inh 4.
